TRPC6 act = mouse TRPC6 channel activation | Q61143 | HEK293-TRPC6 membrane potential dye fluorescence; active compounds read high | B-score at 10 µM | 0.13% of 310,000 active | AID 2550;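 active = B-score of the integrated fluorescence ratio above library mean plus 3 SD, and starting fluorescence ratio within library mean plus 5 SD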;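 note: higher score means more depolarization so channel activation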
TRPC4 block = inhibitors of mouse TRPC4 channel | Q9QUQ5 | HEK293 TRPC4beta/mu-opioid, DAMGO-evoked Fluo4 calcium flux; active compounds read low | B-score at 10 µM | 0.39% of 300,000 active | AID 2247;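 active = B-score over 3 SD under the library average, no early fluorescence shift, positive overall ratio signal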
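System: stable TRPC4beta/mu-opioid receptor HEK293 cells; Dosing: single-point compound dosing; Measured by: Fluo4 Ca2+ flux fluorescence; Read-out basis: per-well B score of integrated baseline-normalized Fluo4 ratio.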
ANO1 block = mouse TMEM16A channel inhibition, primary screen; Q8BHY3; HEK293 TMEM16A/YFP iodide influx fluorescence, ionomycin; normalized B-score (activity score, 25-100; higher = stronger inhibition) at 10 µM; 1.2% of 310,000 active;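 active = ratio plate-corrected score three or more library SD toward inhibition, starting fluorescence score within five deviations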;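 note: score derived from kinetic fluorescence span divided by baseline fluorescence per well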
Target sequence (Q8BHY3 whole entry, looked up): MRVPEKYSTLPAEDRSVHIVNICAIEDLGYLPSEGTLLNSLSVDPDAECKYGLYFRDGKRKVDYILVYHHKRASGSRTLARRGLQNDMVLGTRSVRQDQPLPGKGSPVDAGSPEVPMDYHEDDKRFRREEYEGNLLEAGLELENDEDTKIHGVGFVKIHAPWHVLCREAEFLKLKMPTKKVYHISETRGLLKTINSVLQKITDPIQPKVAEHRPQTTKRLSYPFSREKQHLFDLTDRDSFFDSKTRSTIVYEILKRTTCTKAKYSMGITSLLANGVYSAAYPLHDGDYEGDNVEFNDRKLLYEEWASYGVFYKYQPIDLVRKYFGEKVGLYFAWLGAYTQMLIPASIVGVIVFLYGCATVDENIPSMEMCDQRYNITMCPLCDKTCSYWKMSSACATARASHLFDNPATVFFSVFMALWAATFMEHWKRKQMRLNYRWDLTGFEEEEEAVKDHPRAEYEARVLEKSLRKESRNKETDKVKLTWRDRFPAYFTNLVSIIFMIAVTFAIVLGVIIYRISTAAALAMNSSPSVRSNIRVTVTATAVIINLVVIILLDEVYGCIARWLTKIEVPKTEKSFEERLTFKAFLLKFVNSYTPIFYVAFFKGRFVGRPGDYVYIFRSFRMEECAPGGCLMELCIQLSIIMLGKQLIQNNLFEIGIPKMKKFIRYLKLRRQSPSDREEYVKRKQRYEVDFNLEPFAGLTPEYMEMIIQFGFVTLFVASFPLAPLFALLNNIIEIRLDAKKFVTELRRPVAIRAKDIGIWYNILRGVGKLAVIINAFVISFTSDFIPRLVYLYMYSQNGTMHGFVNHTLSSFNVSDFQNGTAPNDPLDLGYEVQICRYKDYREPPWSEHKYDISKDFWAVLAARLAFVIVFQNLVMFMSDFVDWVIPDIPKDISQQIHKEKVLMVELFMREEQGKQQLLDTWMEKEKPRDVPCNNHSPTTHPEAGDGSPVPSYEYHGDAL
SKKanGAS inh = SKKanGAS growth inhibition; S. pyogenes SKKanGAS, kanamycin growth, BacTiter-Glo, 6 h; inhibition, % at 7.5 µM; 1.3% of 300,000 active; AID 1662;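 active = mean replicate score, as percent of positive control median, at least 50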;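 note: strain carries kanamycin resistance gene driven by streptokinase promoter and grows in 40 µg/ml kanamycin; loss of luminescence reflects streptokinase promoter inhibition or plain growth inhibition; 0% = median of DMSO wells and 100% = positive control at its reference dose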
TRPC4 PAM = TRPC4 (mouse) allosteric potentiation; Q9QUQ5; HEK293 TRPC4beta/mu-opioid, DAMGO EC20, Fluo-4 Ca2+ flux; active compounds read high; B-score at 10 µM; 0.42% of 310,000 active; AID 2227;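 active = B-score of calcium response area above 5 SD of library B-scores, with initial fluorescence ratio within 5 SD of library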;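 note: B-score of integrated fluorescence ratio over time as area under calcium response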
MrgX1 PAM = human MrgX1 positive allosteric modulation, primary screen | B-score at 10 µM | MrgX1-HEK293, Fluo-4 calcium flux, FDSS; active compounds read high | 0.63% of 310,000 active | AID 588675 | Q96LB2;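 active = plate-corrected calcium response at least 3 library SD above typical, normal starting fluorescence, not activating the receptor alone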;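 note: compound read alongside a low EC10 to EC30 dose of BAM8-22 agonist; peak minus trough fluorescence over baseline measured at the second addition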
TRPC4 act = TRPC4 (mouse) channel activation. Q9QUQ5. HEK293 TRPC4beta/mu-opioid, Fluo4 calcium fluorescence; active compounds read high. B-score at 10 µM. 0.49% of 310,000 active;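 active = B-score above 5 SD of library B-scores, and initial fluorescence ratio not above library mean plus 5 SD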;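 note: positive B-score marks a calcium rise read as TRPC4 activation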
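Material: TRPC4beta and mu-opioid receptor HEK293 stable cells | Incubation: 45 min room-temperature Fluo4 loading, 110 s read | Detection: Kinetic Fluo4 calcium fluorescence | Measure: Integrated baseline-normalised fluorescence ratio, converted to per-well B score | Benchmarks: Low control buffer alone, high control maximal DAMGO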
MrgX1 antagonist = blocks BAM8-22 activation of human MrgX1 receptor. 1.3% of 310,000 active. AID 588676. MRGX1-HEK293 calcium flux, Fluo-4, BAM8-22 antagonism; active compounds read low. B-score at 10 µM;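 active = calcium-response B-score plate-corrected more than 3 library SD below zero, starting fluorescence within 5 deviations, no agonist response on first addition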;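 note: peak minus trough fluorescence over baseline after final BAM8-22 challenge near maximal dose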
MrgX1 agonist = human MrgX1 receptor agonism, primary screen. Q96LB2. MrgX1-HEK293 cells, Fluo-4 calcium fluorescence, agonist mode; active compounds read high. B-score at 10 µM. 0.44% of 310,000 active. AID 588627;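 active = calcium response B-score plate-corrected fluorescence ratio at least 3 library SD, with starting fluorescence B-score inside 5 SD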
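Test system: Stable human MrgX1 HEK293 cell line | Schedule: Overnight plating before 1 h dye loading | Read-out basis: Baseline-normalised fluorescence change ratio, B-scored | Detection: Kinetic calcium dye fluorescence, Fluo-4 NW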
ANO1 activ = activates or potentiates the mouse TMEM16A chloride channel; AID 623877; B-score at 10 µM; HEK293 TMEM16A/YFP-H148Q/I152L, iodide quench fluorescence; active compounds read low; 0.3% of 340,000 active;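 active = fluorescence-ratio B-score plate-corrected deviation score at least 3 library SD below zero, with starting fluorescence score within 5 deviations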;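 note: channel opened by trigger with iodide after compound preincubation; score built on the fluorescence ratio of max minus min over baseline; more negative score means more quench and so TMEM16A activation or potentiation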
TRPC6 inhibitor = blocks the mouse TRPC6 cation channel; B-score at 10 µM; Q61143; HEK293-TRPC6, membrane potential dye, ACh-evoked depolarization; active compounds read low; 1.1% of 310,000 active;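 active = B-score under library mean minus 3 SD, initial fluorescence not abnormally high, positive integrated signal ratio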;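 note: B-score derived from integrated fluorescence ratio over the kinetic read; more negative B-score means stronger inhibition of depolarization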
Numbers without * were called inactive; i = inactive; nt = no result given. Not a hit list (roughly 6.7% active in at least one column).

SMILES	TRPC6 act	TRPC4 block	ANO1 block	SKKanGAS inh	TRPC4 PAM	MrgX1 PAM	TRPC4 act	MrgX1 antagonist	MrgX1 agonist	ANO1 activ	TRPC6 inhibitor
CC1CC(C)CN(C(=O)CSc2nc3ccsc3c(=O)n2Cc2ccccn2)C1 (configuration not stated)	i	i	i	-1	i	i	i	i	i	i	i
COc1ccc(Cc2nc(-c3ccccn3)no2)cc1	i	i	i	5	i	i	i	i	i	i	i
COC(=O)c1cc(CNC(=O)CCCSc2ccccc2)ccc1OC	i	i	nt	-3	i	nt	i	nt	nt	i	i
COc1ccc(C(=O)NC(=S)Nc2ccc3[nH]c(=O)[nH]c3c2)c(OC)c1	i	i	i	-2	i	i	i	i	i	i	i
OC(COc1ccc2ccccc2c1Cl)CN1CCOCC1 (configuration not stated)	i	i	i	0	i	i	i	i	i	i	i
CCCOc1ccc2c(c1)C(=NN=C(N)N)c1cc(OCCC)ccc1-2	i	i	i	12	i	i	i	i	i	i	i
Cc1ccc(C(=O)OCC(=O)NCc2ccco2)cc1S(=O)(=O)N1CCOCC1	i	i	i	-8	i	i	i	i	i	i	i
CCN(CCCNC(=O)C1CCN(S(=O)(=O)c2cnc[nH]2)CC1)c1ccccc1	i	i	i	4	i	i	i	i	i	i	i
O=S(=O)(/N=C(/Nc1ccccc1)c1ccccc1)c1cccs1	i	i	i	4	i	i	i	i	i	i	i
O=c1c2ccccc2ncn1CCCCOc1ccccc1F	i	i	i	-3	i	i	i	i	i	i	i
CCOC(=O)c1c(NC(=O)c2ccc(N3C(=O)C4C5C=CC(C5)C4C3=O)cc2)sc2c1CCCC2 (configuration not stated)	i	i	i	23	i	i	i	i	i	i	i
COc1cc(CO)ccc1OCC(=O)Nc1cccc2ccccc12	i	i	i	-2	i	i	i	i	i	i	i
CN(Cc1ccccc1)c1ccc(C(=O)O)cc1[N+](=O)[O-]	i	i	i	27	i	i	i	i	i	i	i
COc1ccc(N2CCN(C(=O)c3cc(C)on3)CC2)cc1	i	i	i	1	i	i	i	i	i	i	i
O=C(NC1CC1)c1c[nH]c2ccc(S(=O)(=O)Nc3cccc(C(F)(F)F)c3)cc2c1=O	i	i	i	2	i	i	i	i	i	i	-5.2*
Cc1[nH]c(=O)[nH]c(=O)c1S(=O)(=O)Nc1ccc(Oc2ccccc2)cc1	i	i	i	-11	i	i	i	i	i	i	i
Cc1nn(CCCC(=O)Nc2sc3c(c2C#N)CCC3)c(C)c1[N+](=O)[O-]	i	i	i	-6	i	i	i	i	i	i	i
c1ccc2c(NCCc3c[nH]c4ccccc34)c3ccccc3nc2c1	i	i	i	6	i	i	i	i	i	i	i
CCc1cc2c(=O)nc3n(c2s1)Cc1ccccc1/C3=C(/O)c1ccc(F)cc1	i	i	i	9	i	i	i	i	i	i	i
O=C(CCn1c(=O)oc2ccccc21)NC1=NCCS1	i	i	i	-7	i	i	i	i	i	i	i
Cc1cccc(-n2nnc(C(=O)NCc3ccco3)c2N)c1	i	i	i	7	i	i	i	i	i	i	i
O=C(CNC(=O)c1ccco1)N=Nc1c(O)n(CCc2ccccc2)c2ccccc12	i	i	i	9	i	i	i	i	i	i	i
COc1ccccc1-c1nc2ccccc2c(=O)n1NC(=O)c1cccs1	i	i	i	-13	i	i	i	i	i	i	i
COc1ccccc1CN1CCN(C(c2ccccc2)c2ccccc2)CC1	i	i	i	-3	i	i	i	i	i	i	i
COC(=O)c1ccccc1NC(=O)CN1CCC(n2nnc3cc(C(F)(F)F)ccc32)CC1	i	i	i	12	i	i	i	i	i	i	i
Cc1cc2ncn(C(=O)c3c(-c4c(Cl)cccc4Cl)noc3C)c2cc1C	i	i	i	2	i	i	i	i	i	nt	i
C=CCn1c(C2CC(=O)N(c3ccc(C)cc3)C2)nc2ccccc21 (configuration not stated)	i	i	i	-6	i	i	i	i	i	i	i
C=CCSc1nc(N)c(C(=O)Nc2ccccc2OC)cc1C(=O)Nc1ccccc1	i	i	i	3	i	i	i	-5.9*	i	i	i
CCCN(CCC)CCNC(=O)C1CCCN(S(=O)(=O)c2ccc3c(c2)oc(=O)n3C)C1 (configuration not stated)	i	i	i	-3	i	i	i	i	i	i	i
Cc1ccc(S(=O)(=O)c2ccc(Cl)cc2)cc1S(N)(=O)=O	i	i	i	-6	i	i	i	i	i	i	i
CNC(=O)OCCSCCS(=O)(=O)c1ccc(Cl)cc1	i	i	i	1	i	i	i	i	i	i	i
NC(=O)CN(c1ccc([N+](=O)[O-])cc1)S(=O)(=O)c1ccccc1	i	i	i	2	i	i	i	i	i	i	i
COc1ccc(-c2nnnn2C)cc1S(=O)(=O)NCCc1ccccc1	i	i	i	-5	i	i	i	i	i	i	i
COc1ccc(NC2=NC3(CCCCC3)N=C(N)N2)cc1	i	i	i	-12	i	i	i	i	i	i	i
CCOC(=O)Cn1c(=O)oc2cc(S(=O)(=O)N(C)Cc3ccccc3)ccc21	i	i	i	-4	i	i	i	i	i	i	i
COc1ccccc1C(=O)NC(=S)Nc1ccc(N2CCN(C(=O)c3ccco3)CC2)cc1	i	i	i	88*	i	i	i	i	i	i	i
CC(C)c1ccc(Nc2nnc(SCC(=O)Nc3ncc(S(=O)(=O)c4ccc([N+](=O)[O-])cc4)s3)s2)cc1	i	i	i	17	i	i	i	i	i	i	i
CC1CCN(S(=O)(=O)c2cn(CC(=O)Nc3cccc(C#N)c3)cn2)CC1	i	i	i	-1	i	i	i	i	i	i	i
COc1ccc(C(=O)c2ccc(OC)cc2O)c(O)c1	i	i	i	29	i	i	i	i	i	i	i
NC(Cc1c[nH]c2ccc(OCc3ccccc3)cc12)C(=O)O (configuration not stated)	i	i	i	3	i	i	i	i	i	i	i
CCN(C(=O)CCc1nnc2ccc(NCc3ccco3)nn12)c1ccccc1	i	i	i	-1	i	i	i	i	i	i	i
CCCN(CCC)Cc1c(C(=O)N/N=C/c2ccc(Br)cc2)nnn1-c1nonc1N	i	i	i	7	i	i	i	i	i	i	i
COc1ccc(N2CCN(C(=O)c3ccc(COc4ccc5c(C)cc(=O)oc5c4)cc3)CC2)cc1	i	i	i	20	i	i	i	i	i	i	i
Cc1ccccc1NC(=S)NC(=O)CCc1ccccc1	i	i	i	-6	i	i	i	i	i	i	i
COc1ccc(CCNC(=O)CCNC(=O)c2ccc(Br)cc2)cc1OC	i	i	i	-3	i	i	i	i	i	i	i
O=S(=O)(Nc1nc2ccccc2nc1NCCN1CCOCC1)c1cccc(Cl)c1	i	i	i	8	i	i	i	i	i	i	i
CC(C)CNC(=O)COc1cccc(C(=O)NCc2ccccc2)c1	i	i	i	-14	i	i	i	i	i	i	i
Cc1ccc(Oc2cc(-n3nc(C)cc3C)ncn2)cc1	i	i	i	-4	i	i	i	i	i	i	i
CCOc1ccccc1N(CC(=O)NC1CCCCC1)C(=O)CCC(=O)Nc1nccs1	i	i	i	-12	i	i	i	i	i	i	i
CCOc1ccc(-n2cc(-c3ccccc3)c3c(SC(C)C(=O)OC)ncnc32)cc1 (configuration not stated)	i	i	i	1	i	i	i	i	i	i	i
O=C(CC1=NC2(CCCC2)Cc2ccccc21)N1CCOCC1	i	i	i	-6	i	i	i	i	i	i	i
Cc1ccc(C)c(COc2coc(CN3CCN(C(=O)c4ccco4)CC3)cc2=O)c1	i	i	i	-10	i	i	i	i	i	i	i
Cc1nc(Sc2nnnn2C)c2c3c(sc2n1)CCC3	nt	nt	i	nt	nt	i	nt	i	i	i	nt
Cc1ccc(NC(=O)c2cnc(N3CCN(c4ccccn4)CC3)c3ccccc23)c(Br)c1	i	i	i	-4	i	i	i	i	i	i	i
O=C(Cc1ccccc1)Nc1ccc2c(c1)CCC2	i	nt	i	5	i	i	i	i	i	i	i
O=S(=O)(c1ccc(Cl)cc1)N1CCC2(CC1)OCCN2S(=O)(=O)c1cccs1	i	i	nt	7	i	nt	i	nt	nt	i	i
O=C(COC(=O)CC1CC2CCC1C2)Nc1c(F)cccc1F (configuration not stated)	i	i	i	5	i	i	i	i	i	i	i
CC(=O)N1CCN(S(=O)(=O)c2cccc(C(=O)NNC(=O)Cn3ccc(C(F)(F)F)n3)c2)CC1	i	i	i	-5	i	i	i	i	i	i	i
NS(=O)(=O)c1ccc(CNS(=O)(=O)c2ccc3c(c2)OCCO3)cc1	i	i	i	-3	i	i	i	i	i	i	i
O=C(CCc1ccccc1)NNC(=O)Nc1ccc(Br)cc1	i	i	i	-4	i	i	i	i	i	i	i
Next compounds
SMILES	TRPC6 act	TRPC4 block	ANO1 block	SKKanGAS inh	TRPC4 PAM	MrgX1 PAM	TRPC4 act	MrgX1 antagonist	MrgX1 agonist	ANO1 activ	TRPC6 inhibitor
O=C(CCc1ccc(F)c(F)c1)NC1CCCN(Cc2ccc(Cl)cc2)C1 (configuration not stated)	i	i	i	-4	i	i	53*	i	i	i	i
CC(C)(C)NC(=O)CCc1nnc(Cc2c[nH]c3ccccc23)o1	i	i	i	-1	i	i	i	i	i	i	i
CC(C)(C)n1nnnc1C(c1ccc(F)cc1)N1CCC(C(N)=O)CC1 (configuration not stated)	i	i	i	-3	i	i	i	i	i	i	i
NC(=O)c1cc2ccccc2o/c1=N\NC(=O)c1ccncc1	i	i	i	-2	i	i	i	i	i	i	i
COc1cccc(C(=O)Nc2ccc(-c3nc4ccccc4o3)c(O)c2)c1	i	i	i	28	i	i	i	i	i	i	i
CNC(=O)c1c(O)c2cccc3c2n(c1=O)CCC3	i	i	i	-1	i	i	i	i	i	i	i
CCCCc1nc2cc(C(=O)N3CCNC(=O)C3CC(=O)OC)ccc2o1 (configuration not stated)	i	i	i	1	i	i	i	i	i	i	i
CC1(C)C(=O)Nc2ccccc2N1C(=O)COC(=O)C1CCCCC1	i	i	i	13	10*	i	i	i	i	i	i
CCOC(=O)CSc1[nH]c2cc(OC)ccc2c1[N+](=O)[O-]	i	i	i	-1	i	i	i	i	i	i	i
Nc1c(C(=O)NCc2ccco2)nnn1-c1ccccc1	i	i	i	5	i	i	i	i	i	i	i

High-throughput results: PubChem BioAssay, several laboratories
